Screening results from PubChem BioAssay.
PABP1 MLLE inh – blocks PAM2 peptide binding to the PABP1 MLLE domain; GST-MLLE / FITC-PAM2 fluorescence polarization; inhibition, % at 20 µM; P11940; 360,000 tested, 0.36% active; AID 588489; in the data active = inhibition above about 35%, passing the limit was not always enough;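 also: plate controls were DMSO wells with GST-MLLE for no effect and wells lacking GST-MLLE protein for full effect; some results filed as inactive read as strong as hits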
CSN inh – inhibitors of human CSN-mediated cullin deneddylation; 360,000 tested, 0.38% active; Purified CSN, SCF-Nedd8-OG deneddylation, fluorescence polarization; AID 651999; Q92905; inhibition, % at 12.5 µM;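 active = pattern-corrected inhibition above about 35%, with an unprinted fluorescence ratio check between 0.5 and 1.5, limit read from the data, passing the limit was not always enough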;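 also: 0% = enzyme with substrate and 100% = substrate without enzyme; some results filed as inactive read as strong as hits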
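test system = HEK293T-derived human Csn5 enzyme | amount = 0.24 nM Csn5 enzyme, final concentration | medium = Tris/NaCl/DTT buffer, pH 7.5 | schedule = 90 min reaction at room temperature | signal = FP | evaluation = inhibition of Csn5 cleavage, % | compound dosing = single dose of 12.5 µM compound with 0.25% DMSO | probe or stimulus = 10 nM SCFSkp2-Nedd8OG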
FAS TE block – blocks the thioesterase domain of human fatty acid synthase; inhibition, % at 15 µM; recombinant FAS-TE, OMFH fluorogenic substrate, fluorescence endpoint; 360,000 tested, 0.67% active; P49327;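 active = compounds whose normalised, plate-corrected inhibition of enzyme fluorescence in the single-dose primary screen is 50% or more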;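 also: 0% = DMSO with enzyme and 100% = substrate without enzyme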
MsrA inhibitor – inhibits bovine methionine sulfoxide reductase A. inhibition, % at 15.5 µM. 360,000 tested, 0.75% active. purified bovine MsrA, absorbance read-out. AID 651718; in the data active = inhibition above about 4.5%;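 also: 0% = vehicle wells with enzyme and 100% = reference inhibitor wells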
MsrA act – bovine methionine sulfoxide reductase A activation; purified bovine MsrA, absorbance read-out; 360,000 tested, 0.3% active; AID 602163; activation, % at 10.6 µM; in the data active = activation above about 7.5%;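 also: 0% = vehicle and 100% = reference activator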
Rin1 Abl inh – inhibitors of human Rin1-Abl protein interaction; TR-FRET Rin1/Abl binding, biochemical; AID 588664; inhibition, % at 7.35 µM; P00519+Q13671; 360,000 tested, 0.4% active; in the data active = inhibition above about 5%, passing the limit was not always enough
TbMetRS inhib – Trypanosoma brucei MetRS inhibition | inhibition, % at 11.9 µM | 360,000 tested, 0.4% active | AID 624268 | purified T. brucei MetRS, ATP depletion, Kinase-Glo luminescence;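 active = inhibition above a per-plate cutoff of the control wells' mean inhibition plus 3 SD, cut at about 5.5% in these data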;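 also: 0% = DMSO wells median and 100% = median of wells with control inhibitor compound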
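Material: parasite MetRS enzyme / Replication: singlicate, one well per compound / Signal: luminescence of leftover ATP / Schedule: 2 h aminoacylation at 25 °C after 15 min preincubation / Medium: HEPES-MgCl2-KCl buffer plus DTT, spermine, BSA, pyrophosphatase / Doses: 11.9 µM single point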
Neddylation inh – blocks human cullin neddylation. P61081+Q13564. TR-FRET cullin neddylation, biochemical. calls only at 25 µM. 360,000 tested, 0.58% active. AID 651699; in the data active = inhibition above about 36%
E coli Lon inh – inhibitors of E. coli Lon protease; purified E. coli Lon protease, fluorescence polarization; P0A9M0; 360,000 tested, 0.42% active; AID 602123; inhibition, % at 7.94 µM; in the data active = inhibition above about 13%, passing the limit was not always enough;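 also: 0% = enzyme with probe and DMSO and 100% = no enzyme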
Target sequence (P0A9M0 whole entry, looked up): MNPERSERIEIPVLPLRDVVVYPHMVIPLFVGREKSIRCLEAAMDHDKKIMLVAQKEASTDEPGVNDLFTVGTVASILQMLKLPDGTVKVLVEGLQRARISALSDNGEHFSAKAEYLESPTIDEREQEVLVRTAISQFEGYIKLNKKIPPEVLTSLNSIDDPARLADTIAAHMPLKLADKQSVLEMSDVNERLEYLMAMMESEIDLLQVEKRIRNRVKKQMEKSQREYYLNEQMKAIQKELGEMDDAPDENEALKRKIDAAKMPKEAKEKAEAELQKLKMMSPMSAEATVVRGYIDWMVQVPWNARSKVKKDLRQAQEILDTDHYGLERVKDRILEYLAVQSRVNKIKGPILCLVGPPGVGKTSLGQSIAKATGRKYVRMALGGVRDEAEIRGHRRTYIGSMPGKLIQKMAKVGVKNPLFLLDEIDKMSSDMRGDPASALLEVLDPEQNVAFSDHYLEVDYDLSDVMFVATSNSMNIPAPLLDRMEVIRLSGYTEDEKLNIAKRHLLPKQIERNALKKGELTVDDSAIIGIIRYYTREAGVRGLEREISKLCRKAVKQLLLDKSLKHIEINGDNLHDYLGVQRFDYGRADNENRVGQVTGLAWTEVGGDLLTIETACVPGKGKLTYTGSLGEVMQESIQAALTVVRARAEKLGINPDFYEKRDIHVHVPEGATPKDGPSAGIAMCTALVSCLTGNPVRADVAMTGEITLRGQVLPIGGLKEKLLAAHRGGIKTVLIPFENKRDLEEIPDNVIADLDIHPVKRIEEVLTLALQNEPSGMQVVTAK
The depositor's hits bear a star.

Screening Cc1cc2c(c(=O)n1Cc1ccco1)C(c1cccnc1)C(C#N)=C(N)O2 (configuration not stated) returned PABP1 MLLE inh 3, CSN inh 7, FAS TE block 1, MsrA inhibitor 0.1, MsrA act -13, Rin1 Abl inh 2, TbMetRS inhib -0.7, Neddylation inh inactive and E coli Lon inh -6.
Screening CCN(Cc1ccncc1)Cc1ccc(Br)cc1 returned PABP1 MLLE inh -1, CSN inh 3, FAS TE block 4, MsrA inhibitor -0.6, MsrA act -2, Rin1 Abl inh 6, TbMetRS inhib 0.2, Neddylation inh inactive and E coli Lon inh -6.
For CCCn1c(C(C)Nc2nc(-c3ccc(Cl)c([N+](=O)[O-])c3)cs2)nc2ccccc21 (configuration not stated) the results were PABP1 MLLE inh -19, CSN inh 0, FAS TE block 28, MsrA inhibitor 1.8, MsrA act -4, Rin1 Abl inh 3, TbMetRS inhib 0.3, Neddylation inh inactive and E coli Lon inh -2.
COc1cscc1C(=O)O was read as PABP1 MLLE inh -33, CSN inh 3, FAS TE block -2, MsrA inhibitor 1.5, MsrA act -2, Rin1 Abl inh 4, TbMetRS inhib 0.0, Neddylation inh inactive and E coli Lon inh -4.
COc1ccc(N2C(=O)NC(NC(=O)c3cccnc3)(C(F)(F)F)C2=O)cc1 (configuration not stated) was read as PABP1 MLLE inh 6, CSN inh 1, FAS TE block -1, MsrA inhibitor 0.9, MsrA act -3, Rin1 Abl inh 1, TbMetRS inhib -0.6, Neddylation inh inactive and E coli Lon inh -6.
C=CCNc1sc(C(=O)c2ccccc2)c(N)c1-c1nc2ccccc2s1 was read as PABP1 MLLE inh 23, CSN inh -1, FAS TE block 8, MsrA act -5, Rin1 Abl inh 6, TbMetRS inhib -1.6, Neddylation inh inactive and E coli Lon inh -18.
COC(=O)C(F)(F)Sc1c(C)[nH]c2ccccc12 was read as PABP1 MLLE inh 14, CSN inh 4, FAS TE block -1, MsrA inhibitor -0.5, MsrA act -2, Rin1 Abl inh 0, TbMetRS inhib 0.3, Neddylation inh inactive and E coli Lon inh -5.
`O=[N+]([O-])c1ccc(N2CCN(S(=O)(=O)c3cnc[nH]3)CC2)cc1` gave PABP1 MLLE inh -8, CSN inh 0, FAS TE block -36, MsrA inhibitor 2.7, MsrA act -2, Rin1 Abl inh -9, TbMetRS inhib 0.8, Neddylation inh inactive and E coli Lon inh -9.
For Cc1cc(SCC(=O)N2CCCC2=O)nc2ccccc12 the results were PABP1 MLLE inh 3, CSN inh -2, FAS TE block 0, MsrA inhibitor 1.7, MsrA act -1, Rin1 Abl inh -12, TbMetRS inhib -0.4, Neddylation inh inactive and E coli Lon inh -20.
O=C(NCC(c1ccco1)N1CCCC1)c1ccc(S(=O)(=O)Nc2ccc(F)cc2)cc1 (configuration not stated) was read as PABP1 MLLE inh -9, CSN inh -1, FAS TE block -6, MsrA inhibitor -0.4, MsrA act 1, Rin1 Abl inh -2, TbMetRS inhib -0.4, Neddylation inh inactive and E coli Lon inh -13.
Screening CC(C)C[C@H](NC(=O)[C@H]1N2C(=O)c3ccccc3C2SC1(C)C)C(=O)N[C@@H](Cc1ccccc1)C(=O)O (some centres not stated) returned PABP1 MLLE inh 7, CSN inh 4, FAS TE block -2, MsrA inhibitor 1.1, MsrA act -1, Rin1 Abl inh -5, TbMetRS inhib -1.2, Neddylation inh inactive and E coli Lon inh -1.
Screening Cc1ccsc1C(=O)NNC(=O)CCN1CCN(c2ccccc2)CC1 returned PABP1 MLLE inh 3, CSN inh -1, FAS TE block -10, MsrA inhibitor -0.5, MsrA act -11, Rin1 Abl inh 0, TbMetRS inhib -0.5, Neddylation inh inactive and E coli Lon inh 1.
Screening COc1ccc(N2C(=O)C3C4c5ccccc5C(C=Nc5ccc(C)cc5C)(c5ccccc54)C3C2=O)cc1 (configuration not stated) returned PABP1 MLLE inh 4, CSN inh 1, FAS TE block 56*, MsrA inhibitor 0.6, MsrA act -1, Rin1 Abl inh 1, TbMetRS inhib -0.4, Neddylation inh inactive and E coli Lon inh 3.
For CCOC(=O)c1cc(C#N)c(N2CCOCC2)nc1-c1ccccc1 the results were PABP1 MLLE inh -11, CSN inh 0, FAS TE block 2, MsrA inhibitor -1.1, MsrA act -3, Rin1 Abl inh 0, TbMetRS inhib -0.8, Neddylation inh inactive and E coli Lon inh 3.
COc1cc(C(=O)NC(C(=O)Nc2cccc(C(C)=O)c2)C(C)C)cc(OC)c1OC (configuration not stated) was read as PABP1 MLLE inh -5, CSN inh -4, FAS TE block -4, MsrA inhibitor -0.1, MsrA act -5, Rin1 Abl inh 1, TbMetRS inhib 0.5, Neddylation inh inactive and E coli Lon inh -5.
For Cc1ccccc1C(=O)Nc1cccc(C(=O)N/N=C/c2ccc3c(c2)OCO3)c1 the results were PABP1 MLLE inh 1, CSN inh -3, FAS TE block 0, MsrA inhibitor 3.5, MsrA act -3, Rin1 Abl inh -4, TbMetRS inhib 0.0, Neddylation inh inactive and E coli Lon inh 0.
For COc1ccc(/C(N)=N/OC(=O)N2CCOCC2)cc1 the results were PABP1 MLLE inh 8, CSN inh 4, FAS TE block 11, MsrA inhibitor -0.5, MsrA act 0, Rin1 Abl inh 5, TbMetRS inhib -0.4, Neddylation inh inactive and E coli Lon inh -6.
Screening CCC(C)[C@H](NC(=O)NCc1ccccc1)C(=O)O (some centres not stated) returned PABP1 MLLE inh 15, CSN inh -2, FAS TE block -7, MsrA inhibitor -0.9, MsrA act -2, Rin1 Abl inh 2, TbMetRS inhib 0.2, Neddylation inh inactive and E coli Lon inh 1.
`CCNC(=S)N1CCC(NC(=O)c2ccco2)CC1` gave PABP1 MLLE inh -41, CSN inh 3, FAS TE block -8, MsrA inhibitor -0.4, MsrA act -1, Rin1 Abl inh 1, TbMetRS inhib -0.2, Neddylation inh inactive and E coli Lon inh 1.
For CC(=O)Nc1cccc(C(=O)N(Cc2ccccc2)Cc2ccccc2)c1 the results were PABP1 MLLE inh 10, CSN inh 3, FAS TE block 1, MsrA inhibitor 1.2, MsrA act -3, Rin1 Abl inh -1, TbMetRS inhib 0.1, Neddylation inh inactive and E coli Lon inh 0.
Screening c1ccc(-c2csc(Nc3cccnc3)n2)cc1 returned PABP1 MLLE inh -1, CSN inh 3, FAS TE block 10, MsrA inhibitor 1.8, MsrA act -9, Rin1 Abl inh 5, TbMetRS inhib -0.6, Neddylation inh inactive and E coli Lon inh 6.
For Cc1nnc(SCC(=O)Nc2nccs2)s1 the results were PABP1 MLLE inh 1, CSN inh 3, FAS TE block -3, MsrA inhibitor -0.1, MsrA act 4, Rin1 Abl inh 2, TbMetRS inhib 0.1, Neddylation inh inactive and E coli Lon inh 2.
Screening Cc1cc(N2CCN(C)CC2)ccc1NC(=O)c1cccc(S(=O)(=O)N2CCc3ccccc3C2)c1 returned PABP1 MLLE inh -13, CSN inh 108*, FAS TE block -5, MsrA inhibitor 0.7, MsrA act -1, Rin1 Abl inh -7, TbMetRS inhib -0.4, Neddylation inh inactive and E coli Lon inh 7.
CC(O)CCc1nc2ccc(C(=O)O)cc2[nH]1 (configuration not stated) was read as PABP1 MLLE inh 5, CSN inh 2, FAS TE block -8, MsrA inhibitor -0.3, MsrA act -2, Rin1 Abl inh -1, TbMetRS inhib -1.0, Neddylation inh inactive and E coli Lon inh -10.
O=C(Cc1c[nH]c2ccccc12)N1CCN(S(=O)(=O)c2cccc(Cl)c2Cl)CC1 was read as PABP1 MLLE inh -2, CSN inh -2, FAS TE block 23, MsrA inhibitor 1.3, MsrA act -3, Rin1 Abl inh -3, TbMetRS inhib 0.2, Neddylation inh inactive and E coli Lon inh -1.
Screening COc1ccc(N(CC(=O)NCc2ccc(F)cc2)C(=O)CCC(=O)Nc2ccccn2)cc1 returned PABP1 MLLE inh 2, CSN inh 1, FAS TE block 0, MsrA inhibitor -0.8, MsrA act 0, Rin1 Abl inh 1, TbMetRS inhib 1.2, Neddylation inh inactive and E coli Lon inh -9.
Screening O=C(CSc1nc2ccccc2c(=O)n1CC1CCCO1)Nc1ccc(F)cc1 (configuration not stated) returned PABP1 MLLE inh -4, CSN inh 0, FAS TE block 4, MsrA inhibitor 0.8, MsrA act -3, Rin1 Abl inh 4, TbMetRS inhib -0.1, Neddylation inh inactive and E coli Lon inh 2.
For COc1ccc(N(CC(=O)NCCSC2CCCCC2)S(C)(=O)=O)c(OC)c1 the results were PABP1 MLLE inh -4, CSN inh 0, FAS TE block -4, MsrA inhibitor -0.8, MsrA act -5, Rin1 Abl inh 1, TbMetRS inhib -1.2, Neddylation inh inactive and E coli Lon inh -8.
O=C(COc1ccccc1Cl)Nc1cc(Cl)ccc1O was read as PABP1 MLLE inh -32, CSN inh 3, FAS TE block -4, MsrA inhibitor 0.4, MsrA act -6, Rin1 Abl inh -2, TbMetRS inhib 0.1, Neddylation inh inactive and E coli Lon inh 2.
`Fc1ccc(NC(=S)N2CCSC2c2cccs2)cc1` (configuration not stated) gave PABP1 MLLE inh -41, CSN inh 3, FAS TE block 7, MsrA inhibitor -0.2, MsrA act -1, Rin1 Abl inh -1, TbMetRS inhib -0.1, Neddylation inh inactive and E coli Lon inh 8.
CCOC(=O)CSc1nnc(C)c(=O)[nH]1 was read as PABP1 MLLE inh 0, CSN inh -4, FAS TE block -4, MsrA inhibitor 0.3, MsrA act 3, Rin1 Abl inh 0, TbMetRS inhib -0.4, Neddylation inh inactive and E coli Lon inh 3.
Cc1cccc(C(=O)OCC(=O)NC2CCCCCCC2)c1 was read as PABP1 MLLE inh 1, CSN inh 2, FAS TE block 4, MsrA inhibitor 0.5, MsrA act -8, Rin1 Abl inh -2, TbMetRS inhib -0.6, Neddylation inh inactive and E coli Lon inh 1.
`COc1ccc(CNC(=O)c2c(O)c3cccc4c3n(c2=O)CCC4)cc1` gave PABP1 MLLE inh -1, CSN inh -4, FAS TE block 15, MsrA inhibitor 0.1, MsrA act -1, Rin1 Abl inh 1, TbMetRS inhib -0.2, Neddylation inh inactive and E coli Lon inh -5.
